NALP1 yeast inh: NALP1 inflammasome inhibitors in reconstituted yeast, colorimetric, S. cerevisiae, triplicate retest. S. cerevisiae NALP1/ASC/caspase-1 growth, X-gal OD620, 72 h. AID 2071, 2009. inhibition, % at 10 µM. 280,000 compounds, 0.61% hits; in the data active means inhibition mostly above about 24%, no sharp cut-off; inactive means mostly below about 32%; further: some compounds called inactive have numbers as strong as hits
MEKK2 WT-MEK5: modulators of MEK5 binding to wildtype MEKK2, primary screen, biochemical, multiplex bead flow cytometry, Alexa488-MEK5 | Mitogen-activated protein kinase kinase kinase 2 (Homo sapiens), Q9Y2U5 | Alexa488-MEK5 binding to MEKK2 WT; actives lie on both sides | binding response (% of control), % at 10 µM | 290,000 compounds, 1.1% hits | AID 1531, 2009; in the data active means binding response below about 67% or above about 130%
PfM18AAP inh: PfM18AAP inhibitors, malaria aminopeptidase, primary screen, biochemical, QFRET, recombinant enzyme; M18 aspartyl aminopeptidase (Plasmodium falciparum 3D7); H-Glu-NHMec fluorogenic cleavage; inhibition, % at 7.35 µM; 290,000 compounds, 1.2% hits; AID 1822, 2009;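 active means inhibition above the campaign mean inhibition over all tested compounds plus 3 SD, cut at about 28% in these data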;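 further: 0% = plate median of test compound wells and 100% = 2 mM ZnCl2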
OXTR potentiator: human OXTR potentiators, primary screen, fluorescence, CHO-OTR cells, Fluo-8 calcium; Oxytocin receptor (Homo sapiens), P30559; Fluo-8 calcium fluorescence, potentiator mode; 0% = oxytocin EC15, 100% = EC100; activation, % at 3 µM; 320,000 compounds, 0.061% hits;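 active means activation above that plate's cutoff, the mean activation of tested compounds plus 3 SD, cut at about 6.6% in these data, passing the limit was not always enough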;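 further: 100% uses oxytocin at 75 nM as the full agonist control; some results filed as inactive read as strong as hits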
Target sequence (P30559 whole entry, looked up): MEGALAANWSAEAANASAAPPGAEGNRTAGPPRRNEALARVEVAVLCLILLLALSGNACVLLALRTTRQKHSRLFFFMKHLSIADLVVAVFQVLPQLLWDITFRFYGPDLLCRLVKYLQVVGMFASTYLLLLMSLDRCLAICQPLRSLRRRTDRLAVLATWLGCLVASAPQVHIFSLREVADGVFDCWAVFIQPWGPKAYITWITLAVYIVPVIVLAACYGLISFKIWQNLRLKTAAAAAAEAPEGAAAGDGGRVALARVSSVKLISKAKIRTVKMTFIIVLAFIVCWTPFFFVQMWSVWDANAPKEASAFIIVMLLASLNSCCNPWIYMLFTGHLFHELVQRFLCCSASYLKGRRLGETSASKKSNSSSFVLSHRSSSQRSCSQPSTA
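Measured by – Fluo-8 calcium dye fluorescence · Test system – human OTR in CHO cells · Dosing – one concentration, 3.0 µM compound · Controls – EC15 oxytocin alone as 0%, 75 nM oxytocin as 100% · Evaluation – normalized max/min fluorescence ratio, % activation · Timing – 6 min pre-incubation, 100 s read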
V1R ag counter: agonists of human V1a receptor, primary screen, counter-screen for OXTR agonist project, fluorescence, CHO-V1R cells | Vasopressin V1a receptor (Homo sapiens), P37288 | Fluo-8 calcium fluorescence, agonist mode; 0% DMSO, 100% 3 nM vasopressin | activation, % at 3 µM | 320,000 compounds, 0.25% hits | AID 2797, 2010;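 active means activation above the mean activation of all tested compounds plus 3 SD, per screening run, cut at about 20% in these data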;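 further: signal is peak over basal fluorescence ratio across a 100 second FLIPR read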
OXTR ag: human OXTR agonists, primary screen, fluorescence, CHO-OTR cells, Fluo-8 calcium | Fluo-8 calcium fluorescence; normalized: DMSO 0%, oxytocin 100% | activation, % at 3 µM | 320,000 compounds, 0.32% hits | Oxytocin receptor (Homo sapiens), P30559 | AID 2435, 2010;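 active means activation above the mean of all tested compounds plus 3 SD, cutoff set per screening run, cut at about 20% in these data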;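 further: peak over basal fluorescence ratio from a 100 s FLIPR kinetic read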
MEKK2mut PB1 HTS: MEK5 binding signal on mutant MEKK2 PB1, primary screen, biochemical, multiplex bead flow cytometry, Alexa488-MEK5 | Alexa488-MEK5 binding to MEKK2 mutant | percent response, % at 10 µM | 290,000 compounds, 0.35% hits | AID 1530, 2009; in the data active means percent response above about 24%, passing the limit was not always enough; further: inactives centre near 1; some results filed as inactive read as strong as hits
GalR3 antag: GalR3 antagonists in HEK293 cells, primary screen, cell-based, fluorescence readout; Galanin receptor type 3 (Homo sapiens), O60755; HEK293 GalR3-CNG cAMP membrane potential fluorescence; galR3 body fused to GalR1 C-terminus; inhibition, % at 3 µM; 360,000 compounds, 0.44% hits; AID 651719, 2012;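 active means inhibition above the screen-wide average plus 3 SD, cut at about 13% in these data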;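 further: forskolin and galanin both at EC90 stimulate the cells; cAMP rise reported by CNG channel membrane potential dye signal; 0% = forskolin plus galanin with DMSO and 100% = forskolin alone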
Target sequence (O60755 1-299 limits assumed): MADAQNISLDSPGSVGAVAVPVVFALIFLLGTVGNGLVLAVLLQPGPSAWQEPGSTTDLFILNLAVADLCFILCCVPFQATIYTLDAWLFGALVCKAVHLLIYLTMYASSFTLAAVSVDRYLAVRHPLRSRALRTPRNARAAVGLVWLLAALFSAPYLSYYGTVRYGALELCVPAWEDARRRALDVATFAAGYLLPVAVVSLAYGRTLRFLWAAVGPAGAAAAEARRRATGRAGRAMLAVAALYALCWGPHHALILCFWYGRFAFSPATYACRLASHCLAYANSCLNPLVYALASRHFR
GPR7 antag: GPR7 receptor antagonists, primary screen, cell-based, fluorescence, single concentration; GPR7-expressing cells, fluorescence antagonist assay; 290,000 compounds, 1.1% hits; Neuropeptides B/W receptor type 1 (Homo sapiens), P48145; inhibition, % at 4.4 µM; in the data active means inhibition above about 16%, passing the limit was not always enough;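 further: cells stimulated with the agonist NPW; 0% = agonist with vehicle and 100% = vehicle without agonist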
Target sequence (P48145 whole entry, looked up): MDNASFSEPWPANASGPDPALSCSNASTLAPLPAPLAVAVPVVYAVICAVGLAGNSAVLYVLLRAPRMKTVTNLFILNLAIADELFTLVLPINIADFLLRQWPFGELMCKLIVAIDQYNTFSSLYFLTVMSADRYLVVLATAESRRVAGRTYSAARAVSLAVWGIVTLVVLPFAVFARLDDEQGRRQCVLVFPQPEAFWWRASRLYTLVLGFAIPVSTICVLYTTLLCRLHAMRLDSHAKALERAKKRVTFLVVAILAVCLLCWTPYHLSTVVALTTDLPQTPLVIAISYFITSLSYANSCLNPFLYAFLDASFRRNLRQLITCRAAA
* marks the source's active call; other numbers are inactive results; . = no result given. No enrichment for hits, and some 4.1% of all compounds hit somewhere here.

SMILES	NALP1 yeast inh	MEKK2 WT-MEK5	PfM18AAP inh	OXTR potentiator	V1R ag counter	OXTR ag	MEKK2mut PB1 HTS	GalR3 antag	GPR7 antag
COc1ccccc1/C=C/C(=O)NCC(=O)N/N=C(/C)c1ccco1	22	86	-7	-10	0.5	-0.4	-8	-11	12
C=CCn1c(SCC(=O)Nc2ccc(-c3nc4ccc(C)cc4s3)cc2)nnc1-c1ccncc1	4	92	-10	-1	-0.3	1.1	-1	-4	-4
CCCn1c(SCC(=O)N2CCCCC2)nnc1-c1ccco1	9	105	-5	6	0.5	0.6	1	-2	-7
N#CCCN(C(=O)COC(=O)c1ccc(S(=O)(=O)N2CCOCC2)cc1)c1ccccc1	.	.	.	-6	1.8	2.1	.	1	.
Cc1c(C(=O)OCC(=O)N(C)c2ccccc2)oc2ccccc12	6	106	3	-1	1.3	-1.4	8	-1	-7
CN(Cc1ccccc1)S(=O)(=O)c1ccc(N2CCCC2=O)cc1	.	.	.	-8	11	8.8	.	-5	.
Cc1cccc2[nH]c3c(=O)n(CCN4CCNCC4)cnc3c12	7	105	-1	-7	1.5	0.0	4	4	-3
CCCCn1c(=O)[nH]c(=O)c2c1nc(-c1ccc(OCC)cc1)n2CC	17	102	-6	-6	-0.8	-1.5	-1	-8	-1
CCC1=C2CC[C@H]3C(=O)N(C)C(=O)[C@H]3[C@H]2[C@@]2(Cc3ccccc3)C(=NCC(=O)OC)OC(=O)N2C1=O	.	100	.	-6	-0.8	-0.6	1	-6	.
COC(=O)c1c(C)[nH]c(C)c1C(=O)c1ccccc1Cc1ccccc1	.	110	.	-8	1.2	0.6	2	.	.
CN(C)c1cc(-c2ccccc2)nc(N)n1	11	102	.	-4	-0.2	-0.9	2	0	.
CCOC(=O)N1CCN(C2=C(NS(=O)(=O)c3ccccc3)C(=O)c3ccccc3C2=O)CC1	-1	95	26	-1	-1.8	-3.0	-3	4	-9
COc1ccc(NS(=O)(=O)c2ccc(N3CCOCC3)c(NC(=O)c3ccc(F)cc3)c2)cc1	.	102	5	-1	2.4	-0.3	-2	-4	-11
CC(=O)[C@@]12O[C@@H]1C[C@H]1[C@@H]3CC[C@H]4C[C@@H](O)CC[C@]4(C)[C@H]3CC[C@@]12C	28	107	3	-9	0.8	-0.9	7	-11	3
O=C(Nc1ccc(Cl)cc1)C1CCN(C(=O)c2ccco2)CC1	3	103	-4	-8	1.3	1.3	2	-9	-9
Oc1ccccc1CNc1nc2ccccc2n1CCN1CCCCC1	13	123	2	0	1.6	1.4	11	0	1
O=C(Nc1ccc(Br)cn1)C1CCCN1S(=O)(=O)c1ccccc1 (configuration not stated)	-1	87	-2	2	0.9	-0.1	-7	-4	3
COCCNC(=O)c1cc(-c2ccc(Cl)c(Cl)c2)on1	19	105	-3	2	0.8	-0.6	3	.	-4
COc1cc(O)c(CC=C(C)C)c(O)c1C(=O)CCc1ccc(O)cc1	-6	104	.	-8	5.3	14	1	-8	.
CCOC(=O)COc1cccc2c(=O)n(CC(=O)N3CCCCC3)ccc12	.	119	6	-1	0.5	0.0	18	-5	0
CCCCN(C(=O)CSc1nnc(-c2ccc(OC)cc2)n1C(C)C)c1c(N)n(Cc2ccccc2)c(=O)[nH]c1=O	26	108	-4	-4	0.0	-1.1	10	-3	3
COCCNc1c(-c2ccc(OC)c(OC)c2)nc2ccc(Cl)cn12	2	107	1	-5	-1.3	-1.9	-5	-5	-8
COc1ccc(CNC(=S)Nc2ccc(OC)cc2)cc1	29	103	0	-5	2.6	0.9	1	1	2
Cc1cccc(S(=O)(=O)C(C#N)c2nc3ccccc3nc2N2CCOCC2)c1 (configuration not stated)	0	92	1	1	1.5	0.6	-1	-1	-6
Cc1ccc(CNS(=O)(=O)NCc2ccccc2)cc1	-2	.	-2	-15	-1.6	-1.6	.	-5	-4
O=S(=O)(Nc1ccc(N2CCCCC2)cc1)c1cccs1	6	90	8	-5	1.9	2.0	1	-3	-2
Cc1ccccc1Cn1c2ccccc2c2cnn(CC(=O)NCCCN3CCOCC3)c(=O)c21	5	115	7	-2	-0.3	-0.3	5	-2	-10
CCOc1c(Nc2ccc(C(C)C)cc2)c(=O)c1=O	.	94	6	-6	-0.2	-0.6	-20	0	-5
Nc1c(C(=O)O)cnn1-c1ccc([N+](=O)[O-])cc1	.	103	-11	-2	0.3	0.4	4	-6	-12
O=C(CCNS(=O)(=O)c1ccc(OC(F)(F)F)cc1)N1CCN(S(=O)(=O)c2cccc(F)c2)CC1	.	.	.	-7	2.6	2.5	.	-1	.
Cc1ccc(C(=O)Nc2sc3c(c2C(=O)O)CCCCC3)o1	14	98	15	-9	-0.6	-2.4	-4	-3	-6
CCN(CC)S(=O)(=O)c1cccc(NC(=O)COC(=O)c2cccs2)c1	-1	101	-8	-13	6.0	6.5	-2	2	-14
N#Cc1c(N)nc2c3c(sc(=N)c2c1N)NC(=O)CC3c1ccccc1Cl (configuration not stated)	0	103	1	-14	0.3	1.1	1	62*	-14
Cc1cccc(N2CCN(c3ccc(NC(=O)/C=C(/C(=O)O)c4ccccc4)cc3)CC2)c1	8	104	7	-10	-0.8	-1.6	17	-1	15
O=C(Cn1nnc(-c2ccccc2F)n1)Nc1ccc2c(c1)OCCO2	16	101	3	-2	0.5	0.8	3	-8	-4
Cn1nnnc1SCC(=O)Nc1ncc(C(F)(F)F)cc1Cl	.	.	.	-7	1.7	2.2	.	-4	.
COc1ccc(Cc2c(O)nc[nH]c2=O)cc1	-5	102	-12	-7	-0.3	0.3	3	-4	-10
CC(C)N(Cc1ccccc1)C(=O)COC(=O)c1ccc(O)cc1	.	.	.	-7	2.8	3.2	.	0	.
O=C(Nc1ccc(Br)cn1)c1cccc(S(=O)(=O)N2CCCC2)c1	.	.	.	-7	2.7	0.8	.	-3	.
O=C(Nc1nc2ccccc2[nH]1)c1ccccc1O	12	108	9	-7	0.8	0.4	4	-8	4
Cc1nc(-n2ncc(C#N)c2N)c2c3c(sc2n1)CCC3	12	99	-5	-1	-0.1	-1.1	-5	-5	-6
COc1cc(CCCN2C(=O)C(=O)NC[C@H]2Cc2cccc3ccccc23)cc(OC)c1OC	.	101	.	-8	-0.1	0.3	2	-3	.
Cc1cccc(N2CCN(S(=O)(=O)c3c(C)nc4scc(C)n4c3=O)CC2C)c1 (configuration not stated)	-9	101	0	-19	1.7	1.3	1	-7	-11
CCCC12CN(C(=O)c3ccco3)CC(CCC)(CN(C(=O)c3ccco3)C1)C2=O	32	95	-1	3	1.2	0.5	-7	2	-1
Cn1cccc1-c1cc(C(=O)N/N=C/c2ccc(Cl)cc2)[nH]n1	4	97	10	-3	1.7	1.1	1	-9	-6
COC(=O)c1ccccc1OCCCOc1ccc(C)cc1OC	7	99	3	-10	-0.3	-0.4	-3	.	10
CCOC(=O)N1CCN(C(=O)COc2ccc(S(=O)(=O)NC3CCCCC3)cc2C)CC1	.	101	-6	-12	3.5	0.7	5	8	1
CCN(CC)S(=O)(=O)c1cc([N+](=O)[O-])ccc1N=Nc1c(O)[nH]c2ccccc12	26	94	1	-9	0.2	0.1	-1	-2	-1
Cc1cc(C)c2cc(C#N)c(N3CCCN(C(=S)NCCCN(C)C)CC3)nc2c1	16	120	9	-11	2.4	-2.5	32*	-6	-6
Cc1ccc(-n2nnnc2SCC(=O)Nc2sccc2C#N)cc1	32	95	-2	-10	4.8	2.6	-2	-5	-2
COc1ccc(-c2[nH]ncc2CN(C)CC2CCCCO2)cc1F (configuration not stated)	11	90	-10	-10	0.9	-0.1	-8	0	-3
COc1ccc(S(=O)(=O)N2CCOCC2)cc1NC(=O)COC(=O)C1CC2CCCC(C1)C2=O (configuration not stated)	3	99	1	1	1.3	0.2	-5	-1	-1
CCOc1ccccc1NC(=O)CSc1nnc(NC(=O)c2ccco2)s1	-15	100	-1	-2	3.0	1.1	-1	0	3
CCc1nc(SCC(=O)O)c(C#N)cc1C	12	107	5	1	0.2	0.3	6	-2	-4
COc1ccc(S(=O)(=O)c2cnc3ccc(OC)cc3c2N2CCC3(CC2)OCCO3)cc1	34	95	-1	-7	-1.3	0.3	0	12	-17
CC1CC2C3CCC4=CC(=O)C=CC4(C)[C@@]3(Cl)C(O)CC2(C)C1(O)C(=O)CO (some centres not stated)	.	107	.	2	-0.2	-0.4	4	.	.
O=C(/C=C/c1cccc([N+](=O)[O-])c1)OCC(=O)c1ccccc1	14	106	-13	-3	0.1	-0.7	0	-3	3
CC(=O)C1=NOC2C(=O)N(c3ccc(Cl)cc3)C(=O)C12 (configuration not stated)	8	94	5	-5	0.6	1.0	-1	-12	-10
Cc1nn(-c2ccccc2)nc1CNC(=O)CC(C)(C)C	-3	98	1	-10	-2.2	-2.0	1	-3	-11
S=c1nc(-c2ccccc2Cl)[nH][nH]1	-7	99	49*	-5	0.7	0.3	-8	6	-2

Continuation:
SMILES	NALP1 yeast inh	MEKK2 WT-MEK5	PfM18AAP inh	OXTR potentiator	V1R ag counter	OXTR ag	MEKK2mut PB1 HTS	GalR3 antag	GPR7 antag
N#C/C(=C\c1cc(Cl)cc(Cl)c1O)C(=O)NC1CCCCC1	-11	103	1	-7	-0.1	-0.5	7	-8	-2
COc1ccccc1CNS(=O)(=O)c1ccc2[nH]cc(C(=O)O)c(=O)c2c1	5	99	-2	-4	-0.4	-0.3	11	.	-19
COc1ccccc1NC(=O)CSc1nc(C)c2c(c1C#N)CCCC2	24	99	-12	-3	-0.2	-0.4	1	-6	5
Cn1ccc(C(=O)OCC(=O)c2ccccc2)n1	22	94	4	1	0.5	0.3	-7	-2	-7
COc1cccc(CNCc2ccc(C(=O)O)cc2)c1OC	12	101	2	-1	0.4	0.1	-1	-6	-20
COc1ccc(Cc2nnc(SCC(=O)Nc3nc(C)cs3)o2)cc1	22	97	14	-4	1.8	0.5	-3	-7	-11
OCC1(CCOc2ccccc2)CCN(C2Cc3ccccc3C2)CC1	3	115	-2	-5	0.1	1.3	17	-5	-5
CC(NC(=O)C1CCCC1)c1ccc2c(c1)OCCO2 (configuration not stated)	8	96	1	2	1.4	-0.3	2	5	-6
CCOCc1nnc(NC(=O)c2ccco2)s1	11	94	-3	-3	0.7	0.9	-2	-5	-13
S=C(c1ccc2c(c1)OCO2)N1CCCCCC1	9	98	2	0	-0.9	-1.2	-2	-5	-1

Screening data (PubChem)
